Screening results deposited in PubChem BioAssay by several laboratories.
TRPM1 prom inh = inhibitors of MITF-dependent TRPM1 promoter reporter, primary screen, cell-based, SK-MEL-5, single point, luciferase | SK-MEL-5 TRPM1 promoter luciferase, 24 h | inhibition, % at 12.5 µM | 0.83% of 330,000 active | AID 488899, 2010;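 active means mean inhibition across replicates of 60% or more, whatever share of single replicates reaches that level; inconclusive means some that reach 60%, reason not given; inactive means mean inhibition across replicates below 60%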; further: values of inactives mirror those of a sister screen read the other way
KKLEB tox = cytotoxicity in KKLEB CF airway cells, primary screen, cytotoxicity control for CF NF-kB inhibitor project, cell-based, uHTS, fluorescence assay plates; KKLEB CF airway cells viability, ATPlite luminescence, overnight; stronger effect = lower value; cells stimulated with P. aeruginosa culture filtrate; activity change (cytotoxicity), % at 5 µM; 0.36% of 360,000 active;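 active means corrected activity change at or below -50% at 5 µM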
NR2E3 ag-1 = inhibitors of NR2E3-RetCOR corepressor binding, primary screen, NR2E3 agonist project, biochemical, TR-FRET, GST-NR2E3, biotin-RetCOR; 1536-well; Photoreceptor-specific nuclear receptor (Homo sapiens), Q9Y5X4; AID 2300, 2010; 0.12% of 320,000 active; inhibition of corepressor binding, % at 4.78 µM;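 active means percent inhibition above the cutoff of mean plus 3 SD of all tested compounds, set per screening campaign, cut at about 20% in these data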;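 further: 0% = DMSO wells and 100% = biotin wells as full block of FRET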
Target sequence (Q9Y5X4 whole entry, looked up): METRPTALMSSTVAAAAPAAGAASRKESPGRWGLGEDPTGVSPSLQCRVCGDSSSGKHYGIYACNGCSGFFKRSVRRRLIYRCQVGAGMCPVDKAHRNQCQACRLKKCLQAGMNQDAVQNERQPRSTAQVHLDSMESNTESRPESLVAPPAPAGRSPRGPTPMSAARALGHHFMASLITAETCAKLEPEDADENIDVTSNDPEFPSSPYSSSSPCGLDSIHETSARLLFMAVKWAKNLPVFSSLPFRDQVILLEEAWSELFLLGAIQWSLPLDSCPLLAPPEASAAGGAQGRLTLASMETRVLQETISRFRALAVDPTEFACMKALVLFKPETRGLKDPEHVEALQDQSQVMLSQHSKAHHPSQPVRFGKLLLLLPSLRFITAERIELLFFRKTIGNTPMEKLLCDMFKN
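System: GST-NR2E3 and biotin-RetCOR proteins; probe or stimulus: 7 nM biotin-RetCOR; doses: compound at 4.8 µM, single dose; schedule: Compound–protein incubation for 5 h at 4 °C; detection: time-resolved FRET; read-out: percent inhibition; controls: biotin wells as high control, 0.6% DMSO wells as low control; format: 1536-well plates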
Shn3 3UTR inh = reduction of Shn3 3'UTR firefly luciferase signal, primary screen, Schnurri-3 inhibitor project, cell-based, Clone20 osteoblasts, set 2; inhibition, % at 12.5 µM; Clone20 osteoblast Shn3 3'UTR firefly luciferase, 24 h; 0.52% of 360,000 active; AID 588674, 2011;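 active means mean inhibition of at least 75% with every replicate also reaching 75%; inconclusive means mean inhibition at least 75% but some replicate below; inactive means mean inhibition below 75%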;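 further: 0% = median of neutral control wells and 100% = pilot-screen positive control compound; some compounds past the cut are filed as inactive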
Peg3 promoter = Peg3 promoter-driven luciferase inhibitors, primary screen, cell-based, HeLa, luciferase luminescence. HeLa PEG-Prom luciferase reporter, overnight. inhibition, % at 20 µM. 1.7% of 360,000 active;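 active means inhibition of at least 50% at 20 µM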
CF NFkB block = inhibitors of PAF-induced NF-kB signaling, primary screen, cell-based, GFP fluorescence, uHTS; AID 588850, 2011; 0.86% of 360,000 active; inhibition, % at 5 µM; KKLEB NF-kB-GFP reporter, GFP fluorescence overnight;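 active means at least 50% inhibition at 5 µM, scaled per plate between neutral and stimulator controls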;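 further: PAF is a Pseudomonas aeruginosa culture filtrate used as stimulus; plate controls were PAF-stimulated DMSO wells for no effect and unstimulated DMSO wells for full effect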
CaV13 FRET inh = Primary screen for inhibitors of IQ motif and Ca2+-dependent inactivation inhibitor domain binding in CACNA1D, Förster resonance energy transfer in living cells, …. HEK cells, CFP/YFP FRET ICDI-IQ, plate reader, 10 min; percent FRET-ratio fall versus neutral wells. 0.098% of 340,000 active. inhibition, % at 12.3 µM. AID 743397;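 active means mean replicate inhibition of at least 30% and at least 1% of replicates passing that level; inconclusive means only one of the two criteria is met; inactive means neither criterion is met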;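 further: 0% = median of the neutral control wells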
NR2E3 ag-2 = NR2E3 agonists in two-hybrid cells, primary screen, cell-based, luminescence, CHO-S, Gal4-NCOR/VP16-NR2E3 | Photoreceptor-specific nuclear receptor (Homo sapiens), Q9Y5X4 | luciferase | inhibition of corepressor binding, % at 3.98 µM | 0.35% of 360,000 active | AID 602229, 2012;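 active means inhibition above the mean of all tested compounds plus 3 SD, cut at about 70% in these data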;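 further: 0% = DMSO with NR2E3 transfected cells and 100% = cells lacking NR2E3 construct; higher means lower luciferase signal from less NR2E3 corepressor binding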
PDI turbidity = inhibitors of human PDI, primary screen, biochemical, turbidity, single point, plate reader | Protein disulfide-isomerase (Homo sapiens), P07237 | inhibition, % at 10 µM | 0.052% of 350,000 active | AID 588391, 2011 | PDI insulin aggregation turbidity, A650, 90 min;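 active means mean inhibition across replicates of 30% or more, whatever share of single replicates reach that level; inconclusive means mean inhibition below 30% while every single replicate reaches 30%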;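 further: absorbance from insulin aggregation driven by PDI reduction with DTT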
Target sequence (P07237 whole entry, looked up): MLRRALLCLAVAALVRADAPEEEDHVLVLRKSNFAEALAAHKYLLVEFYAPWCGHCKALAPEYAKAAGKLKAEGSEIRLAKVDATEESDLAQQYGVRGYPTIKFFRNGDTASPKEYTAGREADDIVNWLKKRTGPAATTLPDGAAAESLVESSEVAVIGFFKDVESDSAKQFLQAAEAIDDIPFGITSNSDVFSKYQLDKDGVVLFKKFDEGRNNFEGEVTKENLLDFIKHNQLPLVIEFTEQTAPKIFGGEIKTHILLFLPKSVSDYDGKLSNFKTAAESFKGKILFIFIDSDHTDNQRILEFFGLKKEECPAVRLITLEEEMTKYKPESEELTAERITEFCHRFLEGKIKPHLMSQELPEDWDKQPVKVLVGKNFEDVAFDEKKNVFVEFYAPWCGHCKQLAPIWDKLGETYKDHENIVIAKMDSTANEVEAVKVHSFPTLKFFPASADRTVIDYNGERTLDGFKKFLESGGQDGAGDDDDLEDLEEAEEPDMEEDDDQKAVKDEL
Vif inh = HIV Vif self-association inhibitors, primary screen, imaging, HEK293T, single point; HEK293T cells, Vif self-association by quenched fluorescence, 24 h; inhibition, % at 7.49 µM; 0.35% of 340,000 active; AID 602346, 2012; in the data active means inhibition above about 50%, passing the limit was not always enough; inconclusive means no clear call, values can overlap the other calls; inactive means below about 31%; further: some results filed as inactive read as strong as hits
HIF-2a inh = HIF-2a reporter inhibitors, primary screen, luminescence, 786-0 RCC cells; inhibition, % at 18.8 µM; 786-0 RCC cells HIF-2a reporter, luciferase luminescence, overnight; 0.72% of 360,000 active;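 active means inhibition of the luminescence signal of 40% or more relative to plate controls, in a single-dose primary screen at 18.75 µM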
Numbers without * were called inactive; u = inconclusive; x = no result given.

compound	TRPM1 prom inh	KKLEB tox	NR2E3 ag-1	Shn3 3UTR inh	Peg3 promoter	CF NFkB block	CaV13 FRET inh	NR2E3 ag-2	PDI turbidity	Vif inh	HIF-2a inh
CCn1c(NCc2ccco2)nc2c1c(=O)n(C)c(=O)n2C	-1	14	-1	-19	-2	-8	-5	-15	2	-7	0
CCN(CC(=O)NCc1cccs1)S(=O)(=O)c1ccc([N+](=O)[O-])cc1	2	-1	1	x	6	-2	-6	10	0	1	0
COc1ccc(Cl)cc1NC(=O)CN(C)C(=O)C1CCN(C(=O)Nc2ccccc2)CC1	3	-3	4	6	8	26	-4	-14	-14	-11	13
C=CCN(Cc1cc(OC)ccc1OC)C(=O)c1cc2ccc(OC)cc2[nH]1	9	-11	x	5	17	7	-19	-26	0	-16	-14
C[C@@H]1CN([C@@H](C)CO)C(=O)c2cc(N(C)C)ccc2O[C@@H](C)CCCCO[C@@H]1CN(C)S(=O)(=O)c1cccs1	x	-6	x	-2	1	-2	-10	-25	5	x	10
COc1ccccc1C(=O)NC(CCSC)C(=O)NC1CCCCCC1 (configuration not stated)	17	4	4	0	12	-6	3	11	7	-8	13
O=C(O)CCc1nn2c3ccccc3n(CC(=O)c3ccccc3)c2nc1=O	4	2	-1	-5	26	4	-6	-16	4	-12	-1
CN(C)S(=O)(=O)Oc1ccsc1C(=O)Nc1cccc(Cl)c1	-4	1	0	-7	18	-18	-5	-15	4	-15	6
COc1ccnc(Nc2ccc(C)c(C)c2)c1C#N	14	2	3	-17	1	5	-4	-8	3	9	12
COc1cccc(C2=NN(C(=O)CCCC(=O)O)C(c3cccs3)C2)c1 (configuration not stated)	3	-3	0	-5	-3	-11	-6	-14	-3	-3	-27
Cc1c(CC(=O)O)c(=O)oc2c(C)c3occ(-c4ccccc4)c3cc12	0	-3	-3	13	10	-4	-4	-3	6	-4	29
O=C(Cn1cnc2c(oc3ccccc32)c1=O)NCc1ccccc1	-6	0	-2	-15	-36	2	-7	-4	0	1	-46
Cc1ccccc1NC(=O)c1cc2ccccc2o1	-46	-6	0	-129	-272	-4	-18	-40	-2	2	-277
Cc1nc(-c2ccc(F)cc2)c(CC(=O)N(C)CC(=O)Nc2ccccc2Br)s1	11	-16	-1	2	2	4	-6	6	9	-14	8
CCOc1ccc(CC2c3cc(OCC)c(OCC)cc3CCN2C(=O)c2cc(OC)c(OC)c(OC)c2)cc1OCC (configuration not stated)	3	-9	1	34	3	30	-4	-26	-3	0	13
CNC[C@H](CC1CCCCC1)NC[C@H](CO)NCC1(c2ccccc2)CC1	66*	-11	5	1	-19	-8	-5	-8	1	-15	3
O=C(Nc1ccccc1Cl)N1CCCN(c2nc(-c3ccccc3)ns2)CC1	10	-20	1	63	21	6	-3	9	-12	-29	15
CCCn1c(C(C)Nc2nc(-c3cc(Cl)c(N)c(Cl)c3)cs2)nc2cc(Cl)c(N3CCCCC3)cc21 (configuration not stated)	-7	9	-1	7	22	17	-5	-14	-6	x	17
CC(C)(C)NC(=O)C1c2ccccc2Oc2ccccc21	-1	14	-2	4	-7	5	-1	5	-4	u	15
COC(=O)c1cc(NS(=O)(=O)c2ccc(NC(C)=O)cc2)cc(C(=O)OC)c1	18	2	0	-4	4	-6	-8	-3	0	10	9
CCCCc1ccc(NC(=S)NCc2cccc(OC)c2)cc1	7	13	0	4	4	-19	-3	9	5	-1	-1
CCc1ccccc1NC(=O)CSc1nc(C)c(C)o1	11	-4	x	5	25	4	-6	-30	2	x	15
CCOc1cc(S(=O)(=O)Nc2ccncc2)ccc1F	-2	-4	-1	2	16	5	7	-28	9	-9	14
COc1cccc(COC(=O)C2CCN(S(=O)(=O)c3cccs3)CC2)c1OC	-36	-7	-6	4	-3	22	-3	4	-2	-8	1
O=C(CN1CCOCC1)NN=C1CCCCCCCCCCC1	2	2	4	-4	26	-4	-2	15	7	-1	18
Cc1ccc(C(=O)NC2CCCCC2)cc1S(=O)(=O)N1CCCC1	-13	22	4	-39	-69	-26	-5	-23	-3	4	-93
CN1CCN(Cc2oc(CO)cc(=O)c2O)CC1	4	-1	1	5	8	-5	-4	-10	7	-1	9
CCOC(=O)C1=CNS(=O)(=O)NC1c1ccc2ccccc2c1 (configuration not stated)	10	2	x	-5	-14	3	-11	-15	-6	-5	6
Cc1ccc(C(=O)N2CCN(C(=O)CN3CCCC3)C2)cc1	-15	-5	3	-5	11	13	x	-10	-20	x	8
O=c1[nH]nc2c3ccccc3cnn12	0	4	-3	-2	0	-4	x	-17	2	-4	10
Cc1ccc(C)c(N2CCN(CCCNC(=O)Cn3cc4c(n3)CCC(C)C4)CC2)c1 (configuration not stated)	13	-3	1	61	-13	12	-5	-13	x	3	0
CCCCN(C)CCCNC(=O)CCn1nc(-c2ccccc2)ccc1=O	-3	2	0	-6	6	8	-5	8	4	2	0
CCCCC(=O)NC(NC(=O)CCCC)c1ccc(OCCC)c(OC)c1	-4	-6	4	8	11	-36	-15	-13	-1	6	22
O=C(COC(=O)c1cccc(S(=O)(=O)N2CCc3ccccc32)c1)Nc1ncc(Cl)cc1Cl	19	-2	-1	7	20	-28	-5	-9	9	1	10
Clc1ccc(CN2CCC(Cc3ccccc3)CC2)cc1	-3	8	0	13	-1	-3	-3	6	-4	2	17
C=CCNC(=O)CC(=O)N/N=C/c1ccccc1F	1	-3	5	-32	10	6	x	-14	-8	8	4
Cc1cc(OCC(=O)Nc2ccc(OCc3ccccc3)cc2)nc(C(C)C)n1	4	-5	2	2	-2	-5	-3	-4	3	u	-12
CCOC(=O)C1(C)/C(=N/Nc2cccc(Cl)c2)C(=O)C(=O)N1c1ccccc1 (configuration not stated)	-20	7	-1	9	28	7	-5	-14	-17	9	10
COc1ccc(CCNC(=O)C(=O)NCC2CCCN2S(=O)(=O)c2ccc(OC)cc2)cc1 (configuration not stated)	5	10	1	22	26	-12	-7	-13	-8	-1	6
O=P(c1ccccc1)(c1ccccc1)c1nc(-c2ccccc2)oc1N1CCOCC1	3	-2	1	-24	15	6	-4	-4	-4	-16	21
CNC(=O)N(O)C1N(C)C(=O)N(Cc2ccccc2)C1(C)C (configuration not stated)	-2	2	-3	-17	2	-4	-4	-8	14	-6	10
COc1cccc(NC(=O)Cn2c3ccccc3c3nc4n(c(=O)c32)CCCS4)c1	4	12	1	-8	2	-54	-3	-3	0	-2	8
Cc1ccc(-c2nn(-c3ccccc3)cc2/C=C/C(=O)O)o1	-6	-3	0	-23	-36	-6	-20	-21	12	-1	-21
O=C(CCNC(=O)N1CC(=O)Nc2ccccc21)Nc1ccc(Cl)cc1	6	6	3	13	-4	1	-3	0	-3	1	-3
CCc1ccc2c(c1)NC(=O)C2(C)Cc1ccc(Cl)s1 (configuration not stated)	x	2	x	-1	14	-10	-3	-19	-3	-3	5
CC1(C(=O)Nc2cccc(-n3cnnn3)c2)Cc2ccccc2C(=O)O1 (configuration not stated)	-2	10	x	1	13	1	-8	0	6	-4	-1
C=CCNC(=S)NCc1ccc(CNC(=S)NCC=C)cc1	-11	8	1	-2	0	5	0	14	11	8	8
CCC(C)(C)n1nnnc1CN1CCN(C(c2ccccc2)c2ccccc2)CC1	-1	7	3	28	21	1	-5	-19	-1	-1	9

Shown with two lines to a compound: 11 of the compounds above.
Second line of a record: TRPM1 prom inh	KKLEB tox	NR2E3 ag-1	Shn3 3UTR inh	Peg3 promoter	CF NFkB block	CaV13 FRET inh	NR2E3 ag-2	PDI turbidity	Vif inh	HIF-2a inh
> CCOC(=O)C1(C)/C(=N/Nc2cccc(Cl)c2)C(=O)C(=O)N1c1ccccc1 (configuration not stated)
→ -20	7	-1	9	28	7	-5	-14	-17	9	10
> COc1ccc(CCNC(=O)C(=O)NCC2CCCN2S(=O)(=O)c2ccc(OC)cc2)cc1 (configuration not stated)
→ 5	10	1	22	26	-12	-7	-13	-8	-1	6
> O=P(c1ccccc1)(c1ccccc1)c1nc(-c2ccccc2)oc1N1CCOCC1
→ 3	-2	1	-24	15	6	-4	-4	-4	-16	21
> CNC(=O)N(O)C1N(C)C(=O)N(Cc2ccccc2)C1(C)C (configuration not stated)
→ -2	2	-3	-17	2	-4	-4	-8	14	-6	10
> COc1cccc(NC(=O)Cn2c3ccccc3c3nc4n(c(=O)c32)CCCS4)c1
→ 4	12	1	-8	2	-54	-3	-3	0	-2	8
> Cc1ccc(-c2nn(-c3ccccc3)cc2/C=C/C(=O)O)o1
→ -6	-3	0	-23	-36	-6	-20	-21	12	-1	-21
> O=C(CCNC(=O)N1CC(=O)Nc2ccccc21)Nc1ccc(Cl)cc1
→ 6	6	3	13	-4	1	-3	0	-3	1	-3
> CCc1ccc2c(c1)NC(=O)C2(C)Cc1ccc(Cl)s1 (configuration not stated)
→ x	2	x	-1	14	-10	-3	-19	-3	-3	5
> CC1(C(=O)Nc2cccc(-n3cnnn3)c2)Cc2ccccc2C(=O)O1 (configuration not stated)
→ -2	10	x	1	13	1	-8	0	6	-4	-1
> C=CCNC(=S)NCc1ccc(CNC(=S)NCC=C)cc1
→ -11	8	1	-2	0	5	0	14	11	8	8
> CCC(C)(C)n1nnnc1CN1CCN(C(c2ccccc2)c2ccccc2)CC1
→ -1	7	3	28	21	1	-5	-19	-1	-1	9
